TIM10 inh = TIM10 yeast growth inhibition; S. cerevisiae TIM10 strain growth, BacTiter-Glo luminescence, 24 h; inhibition, % at 10 µM; 1.4% of 330,000 active;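 active = inhibition of 40% or more at the single tested concentration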;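 also: wild-type TIM10 isogenic control strain grown at permissive 25 °C; 0% = DMSO yeast wells and 100% = minimal medium wells without yeast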
NALP3 yeast inh = NALP3 inhibition in yeast | Yeast reconstituted NLRP3/ASC/caspase-1, beta-gal luminescence, 24 h | inhibition, % at 10 µM | 0.39% of 330,000 active;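 active = inhibition of 50% or more; inactive = inhibition below 50%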;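 also: plate controls were induced DMSO wells for no effect and uninduced yeast grown without galactose for full effect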
A3G deaminase = blocks human APOBEC3G single-stranded DNA deamination; Q9HC16; recombinant A3G, ssDNA deamination FAM/TAMRA fluorescence; inhibition, % at 20 µM; 0.28% of 330,000 active; AID 493012;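 active = inhibition of at least 40% at 20 µM, with no more than 30% in the related APOBEC3A deaminase screen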;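 also: plate controls were DMSO wells with A3G for no effect and wells lacking A3G enzyme for full effect; some compounds called inactive have numbers as strong as hits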
Target sequence (Q9HC16 whole entry, looked up): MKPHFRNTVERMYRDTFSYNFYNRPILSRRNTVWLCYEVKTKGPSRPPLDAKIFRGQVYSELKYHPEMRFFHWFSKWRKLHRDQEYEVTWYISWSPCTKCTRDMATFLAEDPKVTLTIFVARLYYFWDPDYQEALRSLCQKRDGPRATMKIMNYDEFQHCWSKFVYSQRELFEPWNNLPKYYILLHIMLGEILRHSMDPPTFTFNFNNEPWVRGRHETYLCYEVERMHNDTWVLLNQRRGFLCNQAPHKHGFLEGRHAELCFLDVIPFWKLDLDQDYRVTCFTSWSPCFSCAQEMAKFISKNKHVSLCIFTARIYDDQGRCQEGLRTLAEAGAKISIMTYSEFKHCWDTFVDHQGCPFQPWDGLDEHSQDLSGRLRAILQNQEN
mIAP activ = mouse IAP activation; muIAP, CDP-Star luminescence, 30 min; hits give high values; 1 = vehicle-only enzyme signal, 0 = enzyme-free wells; activation factor at 10 µM; 0.24% of 330,000 active; AID 2805;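 active = activation factor of at least 2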; also: the source names both 10 and 20 µM as test concentration; values of inactives mirror those of a sister screen read the other way
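also added = chemiluminescent substrate CDP-Star | test system = mouse IAP enzyme | signal = chemiluminescence readout | compound = DMSO-dissolved test compounds | incubation = 30 min at room temperature | benchmarks = DMSO wells, no-enzyme wells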
tim10-1 inh = growth inhibitors of tim10-1 mutant yeast. 2.2% of 330,000 active. inhibition, % at 20 µM. S. cerevisiae tim10-1 ts strain growth, BacTiter-Glo, 24 h;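 active = inhibition of at least 40%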;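 also: mutant grown at 25 °C; 0% = DMSO wells with yeast and 100% = wells holding no yeast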
beta cell repl = induces beta-cell replication in MIN6 cells; MIN6 cells proliferation, ATPlite luminescence, 48 h; cells starved in 0.2% serum; 100% = growth in 10% serum; proliferation, % at 10 µM; 0.29% of 330,000 active;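 active = compounds whose signal lies at least 3.5 SD above the mean of all wells on their plate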;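 also: 0% = DMSO-treated cells in low-serum medium and 100% = 10% serum control; some compounds called inactive have numbers as strong as hits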
A3A deaminase = inhibitors of human APOBEC3A DNA deaminase. recombinant A3A, FAM/TAMRA ssDNA deamination fluorescence. 0.41% of 330,000 active. inhibition, % at 20 µM;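 active = at least 40% inhibition at 20 µM here, with at most 30% in a related deaminase screen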;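 also: plate controls were A3A with DMSO for no effect and wells lacking A3A enzyme for full effect; some results filed as inactive read as strong as hits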
Target sequence (P31941 whole entry, looked up): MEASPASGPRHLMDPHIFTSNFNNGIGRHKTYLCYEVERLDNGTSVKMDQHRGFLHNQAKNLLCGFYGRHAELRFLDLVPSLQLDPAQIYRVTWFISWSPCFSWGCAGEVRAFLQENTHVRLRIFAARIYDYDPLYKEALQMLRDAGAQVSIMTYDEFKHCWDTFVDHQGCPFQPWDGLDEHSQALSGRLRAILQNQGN
mIAP inh = blocks mouse intestinal alkaline phosphatase; purified mouse IAP, CDP-Star luminescence, 30 min; inhibition, % at 10 µM; 0.2% of 330,000 active; AID 2806;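 active = inhibition of at least 40% at 10 µM in the primary screen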;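 also: plate controls were DMSO with enzyme for no effect and no enzyme wells for full effect; values of inactives mirror those of a sister screen read the other way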
hIAP inh = blocks human intestinal alkaline phosphatase. P09923. purified IAP, CDP-Star luminescence, 30 min. inhibition, % at 10 µM. 0.12% of 330,000 active. AID 2544;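 active = inhibition reaching a set limit with compound at 10 µM in the primary screen, cut at about 35% in these data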;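 also: plate controls were DMSO wells with enzyme for no effect and no-enzyme buffer wells for full effect; values of inactives mirror those of a sister screen read the other way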
Target sequence (P09923 whole entry, looked up): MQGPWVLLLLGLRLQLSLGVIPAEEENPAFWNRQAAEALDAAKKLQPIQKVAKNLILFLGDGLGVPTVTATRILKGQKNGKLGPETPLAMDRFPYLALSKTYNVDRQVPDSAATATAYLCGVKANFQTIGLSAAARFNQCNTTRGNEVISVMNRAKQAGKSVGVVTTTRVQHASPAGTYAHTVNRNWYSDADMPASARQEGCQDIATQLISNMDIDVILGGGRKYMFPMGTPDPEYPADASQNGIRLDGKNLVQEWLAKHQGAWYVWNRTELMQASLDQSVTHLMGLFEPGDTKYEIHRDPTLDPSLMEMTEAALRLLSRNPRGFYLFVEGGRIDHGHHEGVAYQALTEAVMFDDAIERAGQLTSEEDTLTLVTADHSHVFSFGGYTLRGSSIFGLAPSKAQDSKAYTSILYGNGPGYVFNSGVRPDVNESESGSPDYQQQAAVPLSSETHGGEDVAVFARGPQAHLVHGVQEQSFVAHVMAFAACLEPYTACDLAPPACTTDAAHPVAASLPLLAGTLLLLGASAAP
* marks the source's active call; other numbers are inactive results; . = no result given.

Sample of the layout (2 entries):
SMILES	TIM10 inh	NALP3 yeast inh	A3G deaminase	mIAP activ	tim10-1 inh	beta cell repl	A3A deaminase	mIAP inh	hIAP inh
CC(=O)Nc1ccccc1C(=O)C(=O)Nc1ccc(C)c(C)c1	2	6	-6	0.97	-3	-1	-3	2	0
COc1ccc(N2C(=O)C3CCCN3C2c2ccccc2OC)cc1 (stereo not drawn)	5	28	-1	0.9	-11	-1	-1	10	8

The listing, repeating the preview:
SMILES	TIM10 inh	NALP3 yeast inh	A3G deaminase	mIAP activ	tim10-1 inh	beta cell repl	A3A deaminase	mIAP inh	hIAP inh
CC(=O)Nc1ccccc1C(=O)C(=O)Nc1ccc(C)c(C)c1	2	6	-6	0.97	-3	-1	-3	2	0
COc1ccc(N2C(=O)C3CCCN3C2c2ccccc2OC)cc1 (stereo not drawn)	5	28	-1	0.9	-11	-1	-1	10	8
CC(=O)NC1(c2nnnn2CCOC(=O)Nc2ccc(Cl)cc2)CCCCC1	-10	14	-4	1.1	-1	-1	-3	-8	15
CCOC(=O)[C@@H]1[C@H]2COc3cc(OC)ccc3[C@@H]2N2C(=O)N(c3ccc(OC)cc3)C(=O)[C@@]12C	11	2	-6	1	16	-1	-4	-4	23
COc1cccc(C2C3=C(N=C4SCC(=O)N42)c2ccccc2CC3)c1OC (stereo not drawn)	25	21	-7	0.88	33	-4	-5	12	-11
CN(C)S(=O)(=O)c1cccc(NC(=O)c2ccncc2)c1	10	6	5	0.91	-6	0	3	9	-23
C[C@]12CC[C@@H]3c4cc(O)c(O)cc4CC[C@H]3[C@@H]1CC[C@@H]2O	10	11	40	0.83	20	-8	0	17	-7
COc1ccc(C2(CNC(=O)c3ccccc3)CCCC2)cc1OC	13	-13	2	1.1	2	-3	-4	-7	5
CC1CN(C2CCN(S(=O)(=O)c3ccc4ccccc4c3)CC2)CC(C)O1 (stereo not drawn)	-27	15	-8	1	-30	0	-4	-3	10
Cc1onc(-c2c(F)cccc2Cl)c1C(=O)N1C=CC(C(F)(F)Cl)=NCC1	-6	23	-4	1.1	15	1	-5	-5	11
CCCn1c(N)c(Br)c(=O)[nH]c1=O	-1	17	-6	1	0	-1	-6	-4	6
Cc1ccc(-n2[nH]c(C)c(/C=N/n3c(C)nc4ccccc4c3=O)c2=O)cc1	10	-1	0	0.92	7	-3	-2	8	0
CCn1c(SCC(=O)N/N=C/c2ccccc2OCC(=O)O)nnc1-c1ccc(C(C)(C)C)cc1	0	8	-4	0.94	1	2	1	6	-4
CN(C)CCCNC(=O)C1CCNCC1	-2	14	1	0.97	-6	3	0	3	7
CC(C)CNC(=O)C1C2C=CC(C2)C1C(=O)O (stereo not drawn)	3	18	-4	1	8	-3	0	-1	-12
Cc1ccc(S(=O)(=O)N(C)c2ccc(OCC(=O)Nc3nc4c(ccc5ccccc54)s3)cc2)cc1	0	11	-1	0.89	-4	0	4	11	-2
CCNC(=O)C1CCCN1S(=O)(=O)c1ccc2ccccc2c1 (stereo not drawn)	-1	0	-4	0.98	-6	-2	-5	2	-4
CCNC(=O)CC1C(=O)N(c2ccc(F)cc2)C(=O)N1CCC(C)C (stereo not drawn)	5	6	-1	1	16	1	4	-1	3
COc1cccc(NC(=O)C(NCCc2ccc(S(N)(=O)=O)cc2)c2ccccc2)c1 (stereo not drawn)	-10	2	2	1.1	18	-6	-2	-7	-5
O=C(CCc1nc2ccccc2c(=O)[nH]1)N1CCN(c2ccccc2Cl)CC1	5	17	-6	1	-9	-1	-2	0	-11

Some of the entries above, reformatted:
| smiles | TIM10 inh | NALP3 yeast inh | A3G deaminase | mIAP activ | tim10-1 inh | beta cell repl | A3A deaminase | mIAP inh | hIAP inh |
| --- | --- | --- | --- | --- | --- | --- | --- | --- | --- |
| CN(C)S(=O)(=O)c1cccc(NC(=O)c2ccncc2)c1 | 10 | 6 | 5 | 0.91 | -6 | 0 | 3 | 9 | -23 |
| C[C@]12CC[C@@H]3c4cc(O)c(O)cc4CC[C@H]3[C@@H]1CC[C@@H]2O | 10 | 11 | 40 | 0.83 | 20 | -8 | 0 | 17 | -7 |

Continued.
SMILES	TIM10 inh	NALP3 yeast inh	A3G deaminase	mIAP activ	tim10-1 inh	beta cell repl	A3A deaminase	mIAP inh	hIAP inh
O=C(CSc1nnc2c(Cl)cc(Cl)cn12)N1CCN(S(=O)(=O)c2ccccc2)CC1	1	6	-8	0.94	12	-1	-2	6	-5
COc1ccc(-n2c(SCC(=O)Nc3ccccc3OC)nc(O)cc2=O)cc1	-15	2	0	0.89	2	-3	0	11	-6
CC(=O)[C@@H]1[C@@H](C)N(Cc2ccccc2)C(=O)N[C@H]1c1ccccc1	6	8	0	1.1	8	-3	4	-6	20
Cn1c(-c2ccc(Cl)cc2)cnc1N	5	16	3	0.97	14	-5	-1	3	-15
COc1ccc(CCN2CC(C(=O)Nc3ccccc3F)CC2=O)cc1OC (stereo not drawn)	0	14	4	1.1	11	-2	3	-9	-2
COc1ccc(-n2c(-c3ccccc3)nnc2-c2ccc(Cl)cc2)cc1	16	2	1	0.97	23	-1	0	3	7
Cn1c2c(c(=O)n(C)c1=O)C1c3cc(Cl)ccc3OCC1CO2 (stereo not drawn)	-3	-2	-4	0.99	-7	-1	-2	1	-4
CCCCc1cc(=O)oc2c3c(cc(OCC(=O)NCCCO)c12)OC(C)(C)CC3	5	14	-6	0.98	1	0	1	2	6
Cc1ccc(S(=O)(=O)N2CCC(C(=O)OC(C)C(=O)NCc3ccc4c(c3)OCO4)CC2)cc1 (stereo not drawn)	-2	3	-7	1	25	-2	0	-4	4
COc1ccc2ccccc2c1CN1CCN(C)CC1	-19	3	-8	1.1	1	0	-4	-5	2
COc1ccccc1[C@@H]1C(c2ccccc2)=NN(c2ccc(Br)cc2)[C@H]1C(=O)N1CCOC1=O	14	.	4	0.93	21	.	5	7	.
C=CCN(C(=O)CNC(=O)c1cccs1)C(C(=O)NC1CCCCC1)c1cccnc1 (stereo not drawn)	0	-3	-4	1	7	2	-2	-2	2
CCSc1nnc(NC(=O)COc2ccc3ccccc3c2)s1	-16	7	-3	0.94	14	-3	0	6	-3
COc1ccc(S(=O)(=O)N2CCOCC2)cc1NC(=O)CN1CCC(Cc2ccccc2)CC1	8	6	-4	1.1	27	-3	0	-9	7
O=S(=O)(Nc1ccc2c(c1)OCCO2)c1cccc(F)c1	2	12	-12	0.94	8	-3	-3	6	-6
O=C(CNC(=O)c1ccncc1)N/N=C/c1ccccc1[N+](=O)[O-]	-7	0	0	0.94	8	-2	-4	6	2
COC(=O)c1ccc(C(=O)OC)c(NC(=O)CSc2ccccn2)c1	-30	22	-2	1.1	-13	2	5	-12	-4
O=C(Nc1ccc(Br)cc1)c1ccc(-n2cnnn2)cc1	2	19	-5	1	-2	-1	-1	0	5
C=CCC[C@@H](Cc1ccc(F)cc1)C(=O)OC[C@H](Cc1c[nH]c2ccccc12)NC(=O)[C@@H](CC=C)CC(=O)N[C@H](CO)Cc1ccccc1	-9	14	-5	1.1	-1	-4	1	-12	4
O=C(Nc1ccc2c(c1)CCCN2C(=O)c1ccccc1)c1ccccc1	-2	29	-1	1	6	-2	-4	-1	8
Cc1ccccc1CCN(C(=O)Cn1nnc2ccccc21)C(C(=O)NC(C)(C)C)c1ccsc1 (stereo not drawn)	10	12	-7	1	6	0	-7	-3	5
CCCCCCC(=O)O	7	3	-6	1	10	-2	-2	-4	-12
CN(CCc1ccccc1)c1ccc([N+](=O)[O-])cn1	10	5	0	0.94	20	-4	8	6	-11
COc1ccc(-n2c(=S)[nH]c3cc(C(=O)NCc4ccc(F)cc4)ccc3c2=O)c(OC)c1	-13	17	-5	1.1	24	-3	-3	-6	8
CC(C)(C)c1cc(NC(=O)Nc2ccc(Cl)cc2Cl)no1	42*	13	-6	1.2	34	-4	-2	-16	9
O=C(N/N=C/c1ccc(-c2ccc([N+](=O)[O-])cc2)o1)[C@H]1C[C@@H]1c1ccccc1	0	12	-7	0.85	16	-3	0	15	13
CCN(C(=O)COC(=O)c1ccc(S(=O)(=O)N2CCCc3ccccc32)cc1)C1CCS(=O)(=O)C1 (stereo not drawn)	-10	21	-1	0.94	4	-2	6	6	4
CCCc1c(C(=O)N/N=C/C(C)=C/c2ccco2)nnn1-c1nonc1N	-6	14	-3	0.86	-4	-5	1	14	-2
Nc1ccc2nc(-c3cccs3)[nH]c2c1	15	24	2	1	6	-3	1	-2	13
O=C(O)C1CCCN1C(=O)Oc1ccccc1 (stereo not drawn)	-22	3	-5	1	16	0	0	-2	-8
O=C(CN1C(=O)NC2(CCCCC2)C1=O)N1CCN(S(=O)(=O)c2ccc(F)cc2)CC1	-3	14	-7	0.98	-2	-2	-3	2	9
CCOc1ccc(-c2nonc2NC(=O)c2ccco2)cc1	6	1	-2	0.95	14	1	19	5	-4
CCn1c2ccccc2c2cc([N+](=O)[O-])ccc21	10	12	-6	0.84	14	5	-3	16	7
Cc1ccc(NC(=O)Cn2ncc3ccccc32)c(Cl)c1	-25	43	-2	1.1	0	-4	1	-7	2
O=C(CC1(O)C(=O)N(Cc2ccc3c(c2)OCO3)c2ccccc21)c1ccccc1 (stereo not drawn)	-5	0	-4	1	24	-6	-11	-1	-4
Cc1cccc(-c2n[nH]c(=S)n2/N=C/C=C/c2ccco2)c1	32	-4	54	0.54	27	-3	52	46*	-8
COc1ccccc1C(=O)Nc1ccc(Oc2ncnc3sc(-c4ccccc4)cc23)cc1	-7	-8	-6	0.97	16	-6	0	3	-26
O=C1c2ccccc2C(=O)N1CCCCSc1nnc2c(Cl)cc(Cl)cn12	-10	21	-6	0.99	23	0	-5	1	1
O=C(Cn1cnc(S(=O)(=O)N2CCCC2)c1)Nc1ccccc1	-6	8	9	0.96	-10	-3	0	4	-19
CC(C)(C)C(=O)Nc1c2c(nc3c1CCC3)CCCC2	4	7	7	0.97	-10	-1	4	3	1
CCN1C(=O)/C(=C\c2ccncc2)SC1=S	51*	-7	-1	0.96	26	-3	0	4	-43
Cc1cccn2c(=O)nc(SCC(=O)N3CCCCC3)nc12	-14	8	-5	1	-8	-4	1	-4	-12
CCOCCCNS(=O)(=O)c1ccc2c(c1)OCCO2	2	3	0	0.9	16	-1	-2	10	16
Cc1ccc(NC2CC(=O)N(c3ccc(C)cc3)C2=O)cc1 (stereo not drawn)	4	8	-1	0.99	10	-1	1	1	12
CCOCc1c(C(=O)OCC(=O)Nc2ccc(C)c(S(=O)(=O)N(C)C)c2)oc2ccccc12	5	1	-8	1.1	36	-3	-3	-11	12
COc1ccc(S(=O)(=O)N2CCCCC2)cc1NC(=O)CCNC(=O)c1ccco1	-4	16	-6	1	9	-1	1	-4	-7
CCOC(=O)c1cccc(NC(=O)CN2CCN(c3ccc(OC)cc3)CC2)c1	8	7	-5	1	33	-1	-1	-3	-14
COc1ccccc1Cc1noc(-c2cc(Cl)ccc2OC)n1	12	17	-7	0.96	17	-3	3	4	13
O=C(CN(C(=O)c1ccccc1)N1C(=O)CCC1=O)c1cccs1	3	5	-4	0.99	-16	0	-4	1	12
COc1ccc(C2NCCc3cc(OC)c(OC)cc32)cc1OC (stereo not drawn)	15	10	2	1	-2	-4	-4	-4	-5
O=c1n(S(=O)(=O)c2cccc3cccnc23)c2ccccc2n1S(=O)(=O)c1cccc2cccnc12	25	7	-4	0.82	9	-2	1	18	11
O=C(NC(=S)N1CCN(C/C=C/c2ccccc2)CC1)c1cccnc1	-41	25	-4	0.96	-38	0	2	4	-14
Cc1cccn2cc(CCNC(=O)c3cccs3)nc12	-1	-8	-6	1	-8	-2	9	0	17
Cc1cc(NC(=O)CSC2=NS(=O)(=O)c3cc(Cl)ccc3N2)no1	-6	10	-6	0.9	6	-5	-2	10	0
CCOC(=O)c1c(-c2cccs2)csc1NC(=O)CC(C)C	-21	15	-2	1	9	-3	-1	0	8
